# TbREL1 primary = TbREL1 inhibition, primary screen. AID 1117264. TbREL1 RNA ligation, FRET fluorescence. inhibition, % at 9.66 µM. actives 0.49% (n = 89,000);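 active = inhibition above the mean inhibition across all screened compounds plus 3 SD, cut at about 11% in these data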;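 note: 0% = plate median of test wells and 100% = NSC42067 control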
# Target sequence (P86926 whole entry, looked up): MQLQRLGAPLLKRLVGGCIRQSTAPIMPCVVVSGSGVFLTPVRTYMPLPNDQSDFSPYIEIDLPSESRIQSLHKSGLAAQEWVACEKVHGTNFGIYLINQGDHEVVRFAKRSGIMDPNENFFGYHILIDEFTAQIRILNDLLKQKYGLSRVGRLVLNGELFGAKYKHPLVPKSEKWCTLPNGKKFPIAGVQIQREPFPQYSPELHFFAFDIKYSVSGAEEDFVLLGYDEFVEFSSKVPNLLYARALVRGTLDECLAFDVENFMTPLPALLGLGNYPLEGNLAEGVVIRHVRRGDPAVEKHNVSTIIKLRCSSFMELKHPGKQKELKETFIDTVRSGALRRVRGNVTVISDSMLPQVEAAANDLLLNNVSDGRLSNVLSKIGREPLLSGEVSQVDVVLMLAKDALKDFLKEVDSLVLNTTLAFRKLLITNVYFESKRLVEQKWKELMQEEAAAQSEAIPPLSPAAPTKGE
# * hit, by the source's call. Not all compounds are listed; count on the stated rates, not on these rows.
TbREL1 primary | Molecule
2.0 | Cc1n(N)c2ccccc2[n+]1CC(=O)c1ccccc1
-1.1 | COc1ccccc1CCC(=O)N(C)CC(=O)Nc1ccc(Cl)c(C(F)(F)F)c1
-0.2 | COc1ccc(Br)cc1CN(C)CC(=O)Nc1cc([N+](=O)[O-])ccc1OC
-0.2 | CS(=O)(=O)c1ccc(C(=O)Nc2ccc(-c3nc4ccccc4[nH]3)cc2)cc1
-2.2 | COc1ccc(C2CC(c3ccc(C)cc3)Nc3ncnn32)cc1 (stereo not drawn)
0.0 | CC(=O)c1cccc(NC(=O)COC(=O)c2ccccc2C)c1
-3.3 | CC(OC(=O)c1nsc(Cl)c1Cl)C(=O)NCCc1ccccc1 (stereo not drawn)
-1.4 | CN(C)c1ccc(N=Nc2ccccc2C(=O)OCC(=O)N2CCCC2)cc1
-2.0 | O=c1cc(-c2ccc(C3CCCCC3)cc2)[nH][nH]1
-0.5 | COc1ccc(CN2C(=O)c3ccnn3CC2(C)c2nnnn2-c2c(C)cccc2C)cc1 (stereo not drawn)
-0.2 | CN1C(C(=O)Nc2cccc(O)c2)=CC(c2ccco2)=NS1(=O)=O
3.3 | O=C(Nc1cc(Cl)ccc1Cl)P(=O)(O)c1ccccc1
-2.3 | CCCn1c(SCC(=O)Nc2ccccc2OC)nnc1-c1ccco1
1.9 | COC(=O)Cc1c(O)ccn(Cc2cccc(C(F)(F)F)c2)c1=O
-0.1 | COCC(=O)N(Cc1cc2cc(OC)ccc2[nH]c1=O)c1ccc(C)cc1
-0.1 | Cc1ccccc1Cn1c(=O)n(-c2ccccc2)c(=O)c2ccc(C(=O)NCc3ccco3)cc21
-1.9 | O=C(c1cccc(S(=O)(=O)N2CCCC2)c1)N1CCN(c2ccccc2F)CC1
7.6 | CCCCCCN1C[C@H](n2cc(COC(=O)c3ccccc3)nn2)[C@@H](O)C[C@@H]1c1ccccc1
-1.3 | COc1cc(C(=O)NCCCC2CCCC2)ccc1OC1CCN(C(C)=O)CC1
0.7 | COc1ccc(/C=N/NC(=O)c2ccccc2O)cc1CN1CCOCC1
-10.4 | O=C(CSc1nc2ccccc2s1)NNC(=S)Nc1ccc(Br)cc1
-0.3 | COc1ccc(CC(=O)Nc2cc(S(=O)(=O)N3CCOCC3)ccc2N2CCOCC2)cc1
2.8 | c1ccc(Nc2nc(N3CCOCC3)c3ccccc3n2)cc1
1.8 | COc1cccc(/C=N/n2nnnc2N)c1OCC#N
0.1 | O=C(OCC#CCSc1nnc(-c2cccc3ccccc23)o1)C1CCCC1
0.0 | COC(=O)c1cn(NC(=O)C2CCC(C(C)(C)C)CC2)c(=O)c2ccccc12 (stereo not drawn)
10.6 | Cc1cc(=O)oc2c3c(ccc12)OC/C3=N/N
0.9 | O=C(C(=O)N1CCN(Cc2ccccc2)CC1)c1c[nH]c2ccccc12
1.0 | CCCn1cc(S(=O)(=O)c2ccc(C)cc2)c(=O)c2cc(OC)c(OC)cc21
0.5 | O=C1NCCc2c1[nH]c1c(Cl)ccc(Cl)c21
0.0 | C=CCn1c(COc2ccc3c(c2)CCCC3)nnc1SCC(=O)Nc1cccc(SC)c1
3.1 | COc1ccc(CNCc2cccc(OC)c2OC)cc1Br
4.8 | COc1ccc(CCNC(=O)CCc2nc3ccccc3[nH]2)cc1OC
4.0 | CN(C)C(=O)CCc1ccc2c3c([nH]c2c1)[C@]1(CCc2ccccc2)[C@@H](C(=O)N2CCCCC2)C[C@H](CC(=O)NCCC2=CCCCC2)C(=O)N1CC3
-0.7 | O=C(CCC(=O)c1ccc(Br)cc1)Nc1cccnc1
0.1 | c1ccc(N=P(c2nc3ccccc3o2)(N2CCOCC2)N2CCOCC2)cc1
0.0 | Cc1ccc(N(C)C(=O)N2CCN(c3ccccn3)CC2)cc1
0.2 | COc1ccc(OCCCC(=O)OC(C)C(=O)Nc2ccc(C)cc2)cc1 (stereo not drawn)
-0.9 | N#Cc1ccccc1CSc1nc2ccsc2c(=O)n1Cc1ccccn1
-4.8 | CCN(CC)S(=O)(=O)c1ccc(C)c(NC(=O)c2cc(C)oc2C)c1

# Exported as labelled records: 4 of the compounds above
COc1ccc(CNCc2cccc(OC)c2OC)cc1Br
  TbREL1 primary: 3.1
N#Cc1ccccc1CSc1nc2ccsc2c(=O)n1Cc1ccccn1
  TbREL1 primary: -0.9
c1ccc(N=P(c2nc3ccccc3o2)(N2CCOCC2)N2CCOCC2)cc1
  TbREL1 primary: 0.1
CCN(CC)S(=O)(=O)c1ccc(C)c(NC(=O)c2cc(C)oc2C)c1
  TbREL1 primary: -4.8

# More compounds
TbREL1 primary | Molecule
-3.2 | O=C(c1ccccc1F)N1CCN(Cc2nc3sc4c(c3c(=O)[nH]2)CCCC4)CC1
5.7 | O=C(NC(=S)N1CCN(c2ccc([N+](=O)[O-])cc2)CC1)c1ccccc1
2.4 | CCc1ccc(NC(=O)C(=O)N/N=C(\C)CC(=O)NCc2ccc(Cl)cc2)cc1
-1.1 | CCCC(=O)Nc1sc(-c2ccccc2)c(-c2ccccc2)c1C(=O)O
7.9 | COc1ccc(C(=O)CC(Nc2ccc([N+](=O)[O-])cc2)c2ccc(Cl)cc2)cc1 (stereo not drawn)
-1.8 | CCc1cccc(OCCCN2C(=O)NC(C)(C)C2=O)c1
-1.5 | O=C(NCCCn1ccnc1)c1ccccc1Br
4.9 | O=C(CN1CCCCCC1)Nc1ccccc1
-1.3 | O=C(c1cccs1)n1nc(-c2ccc(Cl)cc2)nc1NCc1ccco1
-2.8 | CCN(CC)C(=O)COc1ccc(N(C)S(=O)(=O)c2ccc(NC(C)=O)cc2)cc1

# Of the compounds above, two contain a cyano group.
TbREL1 primary | Molecule
1.8 | COc1cccc(/C=N/n2nnnc2N)c1OCC#N
-0.9 | N#Cc1ccccc1CSc1nc2ccsc2c(=O)n1Cc1ccccn1

# (next part)
TbREL1 primary | Molecule
-0.2 | O=C(CSc1ccc(-c2ccc3c(c2)OCO3)nn1)Nc1nccs1
-1.2 | O=C(NCC(=O)N1CCC2(CC1)NCCc1[nH]cnc12)c1ccc(Br)cc1
-3.0 | CC(C)CN(C(=O)CCNC(=O)c1ccc(Cl)cc1)c1c(N)n(CC(C)C)c(=O)[nH]c1=O
0.7 | Cn1cnnc1SCCNS(=O)(=O)c1cccc([N+](=O)[O-])c1
0.4 | CCOc1cc(/C=N/NC(N)=O)cc(Br)c1OCC(=O)Nc1ccccc1C
2.4 | Cc1ccc(C(=O)OC2CCN(c3ccc([N+](=O)[O-])cc3)CC2)cc1
-7.1 | COc1ccc(-n2c(SCC(=O)Nc3ccc(C)cc3)nc(O)c(Cc3ccccc3)c2=O)cc1
6.8 | CCCCN(C(=O)c1ccc2c(c1)OCO2)C1CCS(=O)(=O)C1 (stereo not drawn)
15.7* | COC(=O)c1cnn2c(C)c(Cc3cccc(F)c3)c(C)nc12
-1.6 | Nc1sc(Cc2ccccc2)cc1C(=O)NC1CCCCC1
-0.8 | c1ccc(-c2ncc(CN3CCN(c4ccccn4)CC3)[nH]2)cc1
-12.2 | c1ccc(CSC2=NNC(c3ccccn3)S2)cc1 (stereo not drawn)
1.2 | CCCC(=O)Nc1cccc(NC(=O)c2ccc(C)c([N+](=O)[O-])c2)c1
-0.9 | CCOC(=O)CSc1cc(C(F)(F)F)nc(-c2ccccn2)n1
-0.6 | Cc1cccc(-n2ncc3c2CCCC3NC(=O)C2(C(N)=O)CC2)c1C (stereo not drawn)
2.2 | O=S(=O)(Cc1ccc(Cl)cc1)N1CCCCCC1
-4.7 | CCc1nc2ccc(C(=O)NCc3ccc(C)o3)cc2nc1CC
1.0 | Cn1c(Cc2cccs2)nnc1SCC(=O)Nc1ccc2cn[nH]c2c1
3.2 | CC(=O)Nc1ccc(C(=O)OCC(=O)N2CCCC2)cc1
4.5 | CCN(CC)CCNC1=NCCn2c1cc1cc(OC)ccc12
-0.1 | COc1ccc2cc(/C=N/NC(=O)c3c(Cl)cnn3C)c(Cl)nc2c1
1.0 | N/C(COc1ccc(Cl)cc1)=N\NS(=O)(=O)c1ccccc1
-0.3 | O=S1(=O)N[C@@H](Cc2ccccc2)COc2cc(N3CCC[C@H]3CO)ccc21
1.6 | COCCOc1nc2c(c(=O)n(C)c(=O)n2C)n1CCc1ccccc1
-0.8 | Cc1ccc(NC(=O)CN2CC(C)SC2=NC2CCCCC2)cc1 (stereo not drawn)
-0.8 | Cc1ccnn1CC(=O)N/N=C/c1cn[nH]c1-c1ccccc1
-2.5 | CCc1nnnn1-c1ccc([N+](=O)[O-])cc1C
3.5 | CCSc1nnc(NC(=O)c2ccc(C)cc2)s1
-1.2 | CCOc1ccc(C(=O)NCC(=O)NCC(c2ccc(OC)cc2)N2CCCC2)cc1 (stereo not drawn)
-2.6 | CCOC(=O)C1CCN(C(=O)c2ccc(OCC(=O)Nc3ccc(OCC)cc3)c(OC)c2)CC1
4.2 | COc1ccc(Cn2ccc3ccc(-c4ccc5ccn(Cc6ccccc6F)c5c4)cc32)cc1
0.6 | O=C(Nc1ccccc1Cl)c1cc(S(=O)(=O)N2CCCC(C(=O)O)C2)ccc1F (stereo not drawn)
-1.9 | Cc1cccc(NC(=O)c2cccc(S(=O)(=O)N3CCCC3)c2)n1
-1.9 | CCc1ccc(C(=O)O)cc1
-0.4 | Cc1cc2c(cc(C(=O)OC(C)C(=O)NCc3ccccc3)n2C)o1 (stereo not drawn)
-0.2 | Cc1nn(C)c(Oc2ccccc2)c1CCNC(=O)CCl
1.0 | COc1ccc(CNC(=O)c2nnn(-c3cccc(C(F)(F)F)c3)c2N)cc1
0.5 | COc1cccc(-c2c(-c3cc(OC)cc(OC)c3)n(C)c3ccc(-c4ccc(OC)nc4)cc23)c1
-1.1 | CCC(C)(C)C1CCc2[nH]nc(C(=O)NCCN3CCOCC3)c2C1 (stereo not drawn)
0.7 | CN(CCC#N)Cc1cc(=O)oc2ccc3ccccc3c12
2.2 | O=C1OC(N2CCN(C(=O)C3CCCO3)CC2)c2ccccc21 (stereo not drawn)
-0.2 | COCCOC(=O)/C=C1/NC(=O)CS1
-4.4 | Cc1ccc(NC(=S)NNc2ncc(C(F)(F)F)cc2Cl)cc1
-0.2 | NS(=O)(=O)c1cccc(NC(=O)Cn2nc(C(=O)O)c3ccccc3c2=O)c1
-1.0 | CCCOc1ccccc1C1NC(=O)NC(C)=C1C(=O)OCCOCC (stereo not drawn)
0.9 | O=C(O)c1ccc(-n2nnnc2Oc2ccccc2C(=O)N2CCOCC2)cc1
3.5 | Cc1ccc(C2=NN(C(=O)CCC(=O)O)C(c3ccc4c(c3)OCO4)C2)cc1 (stereo not drawn)
-1.2 | COc1cccc(C(=O)Nc2cccc(-c3ccc4nncn4n3)c2)c1OC
1.9 | O=C1CC[C@@]23CCCN2C(=O)CCC[C@H]3[C@H]1Cc1ccccc1
-1.4 | COc1ccc(OC)c(-n2nnnc2SCC(=O)NCCc2ccccc2)c1

# Remaining list, next part.
TbREL1 primary | Molecule
-0.7 | CC(C)CC(O)(CC(C)C)c1cn(C(=O)N(c2ccccc2)c2ccccc2)nn1
3.3 | Cc1cc(C)n(-c2ccc(C(=O)Nc3cccc(S(=O)(=O)N4CCCC4)c3)cc2)n1
-5.9 | N#Cc1c(NC(=O)CSc2n[nH]c(Cc3ccccc3)n2)oc(-c2ccccc2)c1-c1ccccc1
-0.1 | Cc1ccccc1OCCN(C#N)c1nc(N(C)C)nc(N(C)C)n1
6.5 | O=C(CCNS(=O)(=O)c1ccccc1)N1CCCCCCC1
0.9 | CNC(=O)COc1ccc2oc3c(c2c1)CCCC3
2.9 | CCOC(=O)N1CCC(Nc2c(Nc3cccc(CC)c3)c(=O)c2=O)CC1
1.4 | O=C(NC1CC1)c1ccc(-n2cccc2)cc1
7.4 | O=C(CSc1nnc(-c2ccc(Cl)cc2)n1Cc1ccco1)Nc1cccc2ccccc12
-3.6 | COc1cccc(/C=N/Nc2cc(-n3nc(C)cc3-c3ccccc3)ncn2)c1O

# Fetched by structure from the entries so far, 2 records:
TbREL1 primary | Molecule
7.4 | O=C(CSc1nnc(-c2ccc(Cl)cc2)n1Cc1ccco1)Nc1cccc2ccccc12
-0.1 | Cc1ccccc1OCCN(C#N)c1nc(N(C)C)nc(N(C)C)n1

# Continuation:
TbREL1 primary | Molecule
-1.3 | CCOC(=O)C1(C)CCCN(C(=O)c2c(F)cccc2F)C1 (stereo not drawn)
-2.2 | CC1=C(N2CCOCC2)CCC1=O
1.9 | CC12CN(Cc3ccccc3)CC(C)(CN(Cc3ccccc3)C1)C2=NO
5.6 | Nn1c(SCC(=O)N2CCCCCC2)nnc1-c1ccco1
-4.8 | COc1ccc(N2CCN(CCNS(=O)(=O)c3cccs3)CC2)cc1
4.6 | CC(C)(/C=N/O)/[N+]([O-])=C/c1ccccc1
-0.8 | O=C(C1=C[C@H](c2ccccc2)C[C@H](OCCCCO)O1)N1CCN(Cc2ccc3c(c2)OCO3)CC1
-1.2 | O=C(c1cnn2ccccc12)N(Cc1ccco1)C1CCCC1
-3.5 | Cc1ccccc1N(C(=O)Cc1cccs1)C(C(=O)NC1CCCCC1)c1cn(C)nc1C (stereo not drawn)
-8.6 | COc1ccc(Cl)cc1NC(=S)NNC(=O)c1cccs1
0.3 | O=C(NCCCNC(=O)c1ccco1)c1cccc(F)c1
5.0 | CNC(=O)c1c(NC(=O)CCS(=O)(=O)c2ccc(Cl)cc2)sc2c1CCN(C(=O)OC)C2
0.8 | CCOC(=O)[C@H]1[C@H]2COc3ccccc3[C@@H]2N2C(=O)c3cc(Cl)ccc3NC(=O)[C@@]12C
-2.3 | CCOc1cccc(/C=N\NC(=O)Cc2cccs2)c1O
1.8 | O=[N+]([O-])c1cc2c(cc1CN1CCN(c3ccccc3F)CC1)OCO2
1.7 | CC(OC(=O)CNC(=O)c1sc2ccccc2c1Cl)c1ccccc1 (stereo not drawn)
4.5 | COC(=O)c1ccc(N(CC(=O)NC2CCCC2)C(=O)CNC(=O)c2ccco2)cc1
-0.8 | CC(NC(=O)c1ccc(S(=O)(=O)NCc2ccco2)cc1)c1ccc(F)cc1 (stereo not drawn)
-2.6 | C=C1CCN([C@@H](C)C(=O)NCc2cc(OC)c(OC)c(OC)c2)S(=O)(=O)c2ccccc21
4.5 | CC(Nc1nc(N2CCCC2)nc2ccccc12)c1ccccc1 (stereo not drawn)
-1.6 | COc1ccc(CNC(=O)C(c2ccco2)N(C(=O)CNS(=O)(=O)c2ccccc2)c2ccccc2C)cc1 (stereo not drawn)
6.1 | COc1ccccc1CNS(=O)(=O)c1cccc2nsnc12
3.9 | O=C(CSC(=S)N1CCCC1)NCCc1ccccc1
1.0 | COc1ccc(-c2cc(C(=O)NCCCN3CCOCC3)no2)cc1
